# MT1-MMP act inh: blocks activation of human MT1-MMP. P50281. HT1080 RFP-PRO-GFP cells, GFP/RFP ratio fluorescence, overnight; percent of plate control window, DMSO zero. GFP/RFP ratio change, % at 20 µM. 0.061% of 360,000 active. AID 651647;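 active = GFP/RFP ratio change of at least 30% with cell ATP level not reduced by more than half and red fluorescence within 50% of control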; also: strong numbers were not always called active
#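 Test system: HT1080 RFP-PRO-GFP cells; Benchmarks: DMSO and RFP-L50D-GFP cell wells; Timing: cells overnight before dosing, compound overnight, 37 °C, 5% CO2; Compound: one 20 µM compound dose with 1% DMSO; Read-out: GFP/RFP fluorescence ratio.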
# MLLE-PAM2 inh: blocks PAM2 peptide binding to the PABP1 MLLE domain | 0.36% of 360,000 active | inhibition, % at 20 µM | GST-MLLE / FITC-PAM2 fluorescence polarization | P11940 | AID 588489; in the data active = inhibition above about 35%, passing the limit was not always enough;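 also: plate controls were DMSO wells with GST-MLLE for no effect and wells lacking GST-MLLE protein for full effect; some results filed as inactive read as strong as hits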
# bovine MsrA act: activates bovine MsrA enzyme. activation, % at 10.6 µM. purified bovine MsrA, absorbance read-out. 0.3% of 360,000 active; in the data active = activation above about 7.5%;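 also: 0% = vehicle and 100% = reference activator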
# CSN deneddyl inh: inhibitors of human CSN-mediated cullin deneddylation | inhibition, % at 12.5 µM | Q92905 | 0.38% of 360,000 active | Purified CSN, SCF-Nedd8-OG deneddylation, fluorescence polarization;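 active = pattern-corrected inhibition above about 35%, with an unprinted fluorescence ratio check between 0.5 and 1.5, limit read from the data, passing the limit was not always enough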;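 also: 0% = enzyme with substrate and 100% = substrate without enzyme; some results filed as inactive read as strong as hits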
#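 Material: purified human Csn5 enzyme expressed in HEK293T cells / Medium: Tris buffer pH 7.5, NaCl, DTT, Tween-20, trehalose, ovalbumin / Compound dosing: 12.5 µM single point / Schedule: 90 min incubation of compound, enzyme and substrate at room temperature / Signal: fluorescence polarization of the substrate / Control set: no-enzyme wells high, enzyme-with-substrate wells low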
# MsrA inhibitor: bovine MsrA inhibition | purified bovine MsrA, absorbance read-out | 0.75% of 360,000 active | inhibition, % at 15.5 µM; in the data active = inhibition above about 4.5%;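 also: 0% = vehicle wells with enzyme and 100% = reference inhibitor wells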
# Rin1-Abl PPI inh: inhibitors of human Rin1-Abl protein interaction | P00519+Q13671 | TR-FRET Rin1/Abl binding, biochemical | inhibition, % at 7.35 µM | 0.4% of 360,000 active; in the data active = inhibition above about 5%, passing the limit was not always enough
# E coli Lon inh: inhibits E. coli Lon protease; inhibition, % at 7.94 µM; purified E. coli Lon protease, fluorescence polarization; P0A9M0; 0.42% of 360,000 active; in the data active = inhibition above about 13%, passing the limit was not always enough;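 also: 0% = enzyme with probe and DMSO and 100% = no enzyme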
# FAS TE block: blocks the thioesterase domain of human fatty acid synthase; P49327; AID 602261; inhibition, % at 15 µM; 0.67% of 360,000 active; recombinant FAS-TE, OMFH fluorogenic substrate, fluorescence endpoint;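 active = compounds whose normalised, plate-corrected inhibition of enzyme fluorescence in the single-dose primary screen is 50% or more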;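 also: 0% = DMSO with enzyme and 100% = substrate without enzyme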
# Rpn11 block: Rpn11 (human) deubiquitinase inhibition. human 26S proteasome, Ub4-pepOG fluorescence polarization; 20S core pre-blocked with epoxomicin. AID 588493. O00487. 0.59% of 360,000 active. calls only at 20 µM;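 active = inhibition at 20 µM, scaled to each plate's controls, above about 33%, limit read from the data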
# Active calls of the source: *; i = inactive; + = active, no number.
SMILES,MT1-MMP act inh,MLLE-PAM2 inh,bovine MsrA act,CSN deneddyl inh,MsrA inhibitor,Rin1-Abl PPI inh,E coli Lon inh,FAS TE block,Rpn11 block
O=c1oc2cc(Oc3c([N+](=O)[O-])cc(C(F)(F)F)cc3[N+](=O)[O-])ccc2c2c1CCCC2,8.9,-15.0,1.0,0.2,0.5,-0.8,1.4,43.6,i
Cc1cc(=O)oc2c1ccc1ccccc12,0.1,2.6,-2.7,3.6,2.2,-4.7,-3.8,0.4,i
COc1cc(/C=N/NC(=O)c2cc3ccccc3cc2O)ccc1OCCN1CCCCC1,-0.6,-37.5,-2.5,5.6,0.1,4.7,-0.2,10.7,+
O=c1cc(-c2ccc(F)cc2)oc2ccccc12,0.1,9.1,-4.1,-2.0,0.0,0.8,-7.9,-1.6,i
CCOC(=O)C(=O)/C(=C\N(C)C)c1onc(-c2c(Cl)cccc2Cl)c1C(=O)OC,-1.4,-5.1,2.9,1.2,0.9,0.6,3.0,1.1,i
O=P(Cc1ccccc1)(c1ccccc1)c1ccccc1,2.4,-3.1,-2.2,4.5,-0.6,1.2,-6.1,-8.8,i
O=C(/C=C/c1ccccc1)CC(O)(c1ccccc1)C(F)(F)F (centres undefined),-21.3,17.4,-4.0,9.2,-1.2,1.4,0.2,-4.3,i
Cc1ncc(CO)c2cc(C(N)=O)c(=Nc3ccccc3)oc12,4.3,3.3,-0.7,1.8,0.9,4.8,-7.5,-3.0,i
S=c1nc(-c2cccc(Br)c2)[nH][nH]1,5.8,13.6,9.8*,-0.9,1.1,-5.5,2.4,-9.1,i
O=C(CCc1nc2ccccc2c(=O)[nH]1)Nc1cc(Cl)ccc1N1CCCC1,-0.2,-13.7,-1.8,4.6,0.9,-3.1,2.3,-2.2,i
CN(C(=O)CSc1nnc(-c2cccs2)n1C1CC1)C1CCS(=O)(=O)C1 (centres undefined),0.3,3.7,2.5,-0.5,-0.3,1.2,-16.9,-3.6,i
Cc1cc[n+](-c2[nH]c(=O)sc2/C=N/NC([S-])=Nc2ccccc2)cc1C,-73.6,103.1,-6.5,-33.2,3.5,-4.6,94.8*,-21.7,i
O=C(Cc1ccc(Cl)cc1)N1CCN(C(=O)c2ccco2)CC1,3.5,9.2,-3.8,-2.7,0.6,2.8,-5.0,-2.4,i
CCCc1ccc(-c2ccc(-c3noc(-c4ccncc4)n3)cc2)nc1,-0.2,-0.8,1.6,-6.2,0.2,1.0,-5.0,1.2,i
CCOc1ccc(CCNC(=O)COC(=O)/C=C/c2ccc(OC)c(OC)c2)cc1OCC,1.2,-9.5,0.7,-0.6,2.5,0.9,-4.5,-2.4,i

# Next part; it opens with the 2 that closed the last part.
SMILES,MT1-MMP act inh,MLLE-PAM2 inh,bovine MsrA act,CSN deneddyl inh,MsrA inhibitor,Rin1-Abl PPI inh,E coli Lon inh,FAS TE block,Rpn11 block
CCCc1ccc(-c2ccc(-c3noc(-c4ccncc4)n3)cc2)nc1,-0.2,-0.8,1.6,-6.2,0.2,1.0,-5.0,1.2,i
CCOc1ccc(CCNC(=O)COC(=O)/C=C/c2ccc(OC)c(OC)c2)cc1OCC,1.2,-9.5,0.7,-0.6,2.5,0.9,-4.5,-2.4,i
COC(=O)c1cc2sccc2n1Cc1nc(-c2ccc(OC)cc2)oc1C,1.7,9.1,-1.5,3.5,0.2,0.4,-3.8,32.1,i
COC(=O)c1c(C)oc2ccc(N(C(=O)c3ccncc3)S(=O)(=O)c3ccc4ccccc4c3)cc12,-2.8,-1.4,-8.1,0.3,0.9,1.8,-12.2,39.1,i
Cn1ncc([N+](=O)[O-])c1C(=O)Nc1cccc2ccccc12,-3.9,8.2,-5.9,-3.8,1.8,1.2,-0.8,-1.9,i
CC(=O)Nc1ccc(S(=O)(=O)NCCNS(=O)(=O)c2ccc(NC(C)=O)cc2)cc1,2.5,-1.8,-0.6,4.7,-0.8,1.2,-6.9,-2.0,i
O=C(NCc1ccco1)c1c2c(nc3ccccc13)CCC2,-16.9,5.7,-6.1,35.4,1.4,4.5,-7.7,-4.8,i
CCCCNC(=O)c1cc(S(=O)(=O)N2CCCCC2)oc1C,8.3,-5.9,0.0,-2.8,-0.4,0.8,-2.3,0.3,i
O=C(CN1CCc2ccccc2C1)c1cccs1,-1.9,5.9,-4.1,4.1,-1.1,0.2,-5.0,-6.3,i
Cc1cccc(-c2cnc(C(O)c3ccc(F)c(C)c3)[nH]2)c1 (centres undefined),8.4,-12.0,-5.3,1.8,0.9,-3.5,8.0,-2.3,i
N#Cc1ccc(C(=O)Nc2cc(S(=O)(=O)N3CCCC3)ccc2OCC(F)(F)F)cc1,0.1,-25.2,-8.5,-4.3,0.1,-0.2,-3.5,-1.0,i
COc1ccc(NC(=O)C2CCCO2)cc1Cl (centres undefined),1.1,8.5,-6.8,0.4,0.5,-0.2,-5.0,-12.0,i
Cc1ccc(S(=O)(=O)c2nc(-c3ccccc3)oc2N2CCC(C(N)=O)CC2)cc1,-0.8,11.4,5.4,2.7,0.4,-0.4,7.8,1.5,i
OCC1(CO)CC2(C1)CC(CO)(CO)C2,-1.0,-4.0,-1.7,1.8,-0.7,0.9,-18.9,-8.6,i
O=C1C2C3C=CC(CC3)C2C(=O)N1c1ccc(Cl)cc1 (centres undefined),2.7,1.5,-5.0,-3.6,-1.2,0.0,3.3,-0.4,i
CC(=O)C(C)n1c(CN2CCN(C(=O)c3ccco3)CC2)nc2c1c(=O)n(C)c(=O)n2C (centres undefined),-0.4,6.8,-4.5,-3.8,0.9,0.9,3.1,0.8,i
O=C(NCc1ccc2c(c1)OCO2)c1cnc2n(c1=O)CCS2,2.2,24.6,-11.8,-1.8,1.1,-0.7,2.7,0.7,i
OCc1ccnc(Cl)c1,3.4,-0.5,-5.5,-4.3,-0.1,-1.1,0.0,-10.4,i
O=c1cc(CSc2nnc(-c3cccnc3)n2-c2ccccc2F)nc2sccn12,-7.8,6.9,-6.7,-1.1,0.7,5.0,9.3,-12.3,i
C=CCn1c(SCC(=O)c2ccccc2)nnc1-c1ccc2c(c1)OCO2,1.7,-46.9,-1.7,-0.8,0.7,1.1,-3.5,-4.8,i
O=C(COc1ccc(Cl)cc1)N1CCN(S(=O)(=O)c2ccccc2)CC1,-1.3,1.9,-2.4,-9.2,-0.1,-1.4,1.9,5.0,i
Cc1nnsc1NC(=O)OCc1ccccc1Cl,-0.6,5.5,0.9,-1.7,1.3,-2.4,-5.5,0.1,i
CCOc1ccccc1N(CC(=O)NCCSc1ccccn1)S(=O)(=O)c1ccc(C)cc1,-0.1,5.7,-1.9,1.1,-1.1,1.4,-0.6,14.3,i
CCN(CC)C(=O)c1sc(NC(=O)Cc2ccccc2)c(C#N)c1C,7.0,-8.2,-1.4,-2.4,0.6,1.0,-4.2,-1.6,i
CC(=O)Nc1ccc(NC(=O)COc2cccc3ccccc23)cc1,0.5,7.7,-1.0,2.9,-1.7,-5.8,0.9,2.3,i
COC(=O)c1cc(C(=O)N2CCN(c3ncccn3)CC2)cc([N+](=O)[O-])c1,-0.6,-15.0,-2.2,1.1,-0.3,-0.7,-0.3,-1.2,i
N#Cc1c(C(F)(F)F)cc(-c2ccc(F)cc2)nc1SCC(=O)O,-6.0,-10.5,-5.7,9.8,2.1,0.1,-9.0,17.2,i
NC(=S)c1cc2cc(Cl)ccc2oc1=O,0.3,22.8,-0.2,0.6,-1.0,-5.1,-1.1,-2.6,i
COc1ccccc1CCC(=O)Nc1ccc(S(=O)(=O)Nc2ncccn2)cc1,-2.1,-27.9,-3.5,8.8,0.2,-1.9,-33.0,-8.8,i
O=C(Nc1ccccc1-c1ccccc1)C1CCCN(c2ncccn2)C1 (centres undefined),2.7,3.0,-7.6,0.1,-0.7,-1.6,-0.2,-3.8,i
c1cncc(C2Nc3ccccc3-c3nc4ccccc4n32)c1 (centres undefined),-23.3,-0.2,-0.8,9.5,1.6,3.2,-0.3,0.4,i
O=c1c2ccccc2ncn1Cc1ccco1,-2.1,13.4,-4.8,-1.2,0.5,0.2,-6.3,-6.8,i
COC(=O)/C=C1/S/C(=N/N=C/c2ccco2)NC1=O,2.1,-29.6,-6.1,-2.9,4.6*,-2.3,4.9,-4.5,i
Cc1cc(C=O)c(C)n1-c1cccc(C(=O)O)c1,-2.3,-2.3,-3.7,8.7,1.5,-1.3,4.4,-3.0,i
Cc1c(Cc2ccccc2)c(=O)oc2c(C)c(OCC(=O)N3CCC(C(=O)O)CC3)ccc12,4.7,5.2,-2.6,-0.9,2.7,-7.6,-7.8,-5.8,i
COc1ccc(COCC(O)CN2CCCC(C(F)(F)F)C2)cc1 (centres undefined),0.8,-2.1,1.8,4.2,-1.2,0.9,-3.6,-1.2,i
COc1ccc(/C=C/c2ccncc2)cc1,0.7,-19.8,-7.8,0.5,2.4,1.9,0.1,-4.9,i
O=C(O)c1ccccc1SCc1cn2ccccc2n1,-0.2,1.9,-8.0,0.3,-0.2,-1.6,18.3,-8.5,i
CCN(CC)CCOC(=O)c1ccc(NC(=O)/C=C/c2cccs2)cc1,0.8,0.4,-2.2,-5.5,5.5*,-6.0,-5.0,-6.6,i
CSC1=NCCN1S(=O)(=O)c1ccccc1,-0.3,-17.6,-3.2,5.0,0.3,-5.0,1.0,-12.9,i
COc1cc(N2CCOCC2)ccc1C=C(C#N)C#N,5.3,-28.3,-0.7,0.7,3.8,-3.7,3.7,0.0,i
CC1(C(=O)NS(=O)(=O)c2cccc(OC(F)F)c2)CCN1C(=O)C1CC1 (centres undefined),-0.6,-6.7,-1.0,5.5,0.3,-4.7,-4.6,-3.2,i
CC[C@H](C)[C@H]1CNC(=O)C(=O)N1CC1CCN(CCc2ccc(Cl)c(Cl)c2)CC1,5.3,2.4,2.3,-0.2,-0.7,0.3,8.7,-5.8,i
COCCNC(=O)C1(C)CCN(Cc2ccccc2C#N)C1 (centres undefined),0.9,-2.4,-2.9,-2.7,-0.9,-1.0,-1.4,-2.8,i
Cc1nc(C(F)(F)F)nc(Nc2ccc(N=Nc3ccccc3)cc2)c1C#N,1.7,9.0,-2.7,4.9,0.1,-1.2,-4.4,-4.2,i
CCOC(=O)C(=O)Nc1ccccc1C(=O)OC,1.9,13.2,2.9,9.3,1.0,1.8,4.3,-2.6,i
Cc1cccc(N2CCN(C(=O)CCNS(=O)(=O)c3ccc4c(c3)CCC(=O)N4)CC2)c1C,-0.5,-7.3,3.1,2.2,0.3,2.6,-6.5,-1.4,i
CCCNC(=O)C1(C)CCN(C(=O)c2ccccc2OC)C1 (centres undefined),3.3,1.1,-3.5,4.3,-0.3,0.3,-9.0,-7.6,i
CC(=O)C1=NN(c2ccccc2)C(c2ccc3c(c2)OCO3)N1c1ccc(N2CCOCC2)cc1 (centres undefined),-3.8,6.6,-4.7,-5.3,3.1,0.3,-2.9,20.1,i
CCOC(=O)c1[nH]c(=O)[nH]c1CSc1ccccn1,2.1,31.7,-2.4,-0.1,1.2,1.9,-16.4,-9.7,i
O=C(Cn1cncn1)N/N=C/c1cccc(Cl)c1,-2.8,-2.4,-3.6,0.0,-0.5,-0.2,0.8,-4.9,i

# An excerpt from above, reduced to FAS TE block and MT1-MMP act inh.
Compound	FAS TE block	MT1-MMP act inh
CC(=O)C1=NN(c2ccccc2)C(c2ccc3c(c2)OCO3)N1c1ccc(N2CCOCC2)cc1 (centres undefined)	20.1	-3.8
CCOC(=O)c1[nH]c(=O)[nH]c1CSc1ccccn1	-9.7	2.1
O=C(Cn1cncn1)N/N=C/c1cccc(Cl)c1	-4.9	-2.8
